TRHR ag: qHTS for Small Molecule Agonists and Allosteric Enhancers of Human TRH Receptor: Primary Screen for Agonists; TRHR cells, calcium flux fluo-8, FDSS agonist mode; 360,000 compounds, 0.18% hits; activation, % at 2 µM; Thyrotropin-releasing hormone receptor (Homo sapiens), P34981; further: 0% is about no effect
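Read-out: compound-evoked intracellular calcium rise in TRHR cells, fluo-8 dye, kinetic FDSS fluorescence at 1 s/cycle following a 10-cycle baseline. Cells cultured overnight before dye loading (30 min–1.5 h, RT).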
D2 ag: HTS Assay for Allosteric Agonists of the Human D2 Dopamine Receptor: Primary Screen for Agonists. HEK293 T-REx D2 cells, calcium flux agonist mode. D(2) dopamine receptor (Homo sapiens), P14416. activation, % at 2 µM. 340,000 compounds, 0.53% hits;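 active means activation over 3 SD above normal in the single-dose calcium agonist read, cut at about 30% in these data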; further: 0% is about no effect
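Agonism is scored from calcium flux in a force-coupled, inducible HEK293 cell line expressing D2, read kinetically for 180 s after compound addition against dopamine controls.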
D1 antagonist: Antagonist of Human D 1 Dopamine Receptor: qHTS; D(1A) dopamine receptor (Homo sapiens), P21728; 360,000 compounds, 3.2% hits; activity change, negative = inhibition, % at 10 µM; HEK293 TREx D1 cells, calcium flux, dopamine EC80; stronger effect = lower value; in the data active means activity change below about -30%; further: on the % scale 0 is the no-effect control and ±100 the full control effect
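After overnight tetracycline induction at 30 C, force-coupled D1 HEK293 cells took up a no-wash calcium dye at room temperature. Compounds were added and monitored 180 s, and the response to EC80 dopamine was then recorded.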
D2 antag: HTS Assay for Allosteric Antagonists of the Human D2 Dopamine Receptor: Primary Screen for Antagonists | AID 485344, 2010 | inhibition, % at 10 µM | 340,000 compounds, 2% hits | HEK293 TREx D2 cells, calcium flux, dopamine EC80; in the data active means inhibition above about 30%; further: 0% is about no effect
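Dopamine at EC80 is the agonist stimulus; test compounds precede it by 180 s. Calcium flux read kinetically in a force-coupled, inducible HEK293 T-REx D2 cell line.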
D1 PAM: Potentiators of Human D1 Dopamine Receptor: qHTS; D(1A) dopamine receptor (Homo sapiens), P21728; HEK293 TREx D1 cells, calcium flux, dopamine EC20 potentiation; potentiation, % at 10 µM; 360,000 compounds, 0.036% hits; AID 504651, 2011; in the data active means potentiation above about 30%; further: 0% is about no effect
RXFP1 antag: qHTS Assay for Antagonists of the Relaxin Receptor RXFP1; AID 1259400, 2018; HEK293-RXFP1, relaxin-stimulated cAMP HTRF, 30 min; stronger effect = lower value; Relaxin receptor 1 (Homo sapiens), Q9HBX9; activity change, negative = inhibition, % at 57.5 µM; 350,000 compounds, 0.59% hits;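 active means activity change of -60% or lower, but not beyond a set lower limit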; further: on the % scale 0 is the no-effect control and ±100 the full control effect
Target sequence (Q9HBX9 whole entry, looked up): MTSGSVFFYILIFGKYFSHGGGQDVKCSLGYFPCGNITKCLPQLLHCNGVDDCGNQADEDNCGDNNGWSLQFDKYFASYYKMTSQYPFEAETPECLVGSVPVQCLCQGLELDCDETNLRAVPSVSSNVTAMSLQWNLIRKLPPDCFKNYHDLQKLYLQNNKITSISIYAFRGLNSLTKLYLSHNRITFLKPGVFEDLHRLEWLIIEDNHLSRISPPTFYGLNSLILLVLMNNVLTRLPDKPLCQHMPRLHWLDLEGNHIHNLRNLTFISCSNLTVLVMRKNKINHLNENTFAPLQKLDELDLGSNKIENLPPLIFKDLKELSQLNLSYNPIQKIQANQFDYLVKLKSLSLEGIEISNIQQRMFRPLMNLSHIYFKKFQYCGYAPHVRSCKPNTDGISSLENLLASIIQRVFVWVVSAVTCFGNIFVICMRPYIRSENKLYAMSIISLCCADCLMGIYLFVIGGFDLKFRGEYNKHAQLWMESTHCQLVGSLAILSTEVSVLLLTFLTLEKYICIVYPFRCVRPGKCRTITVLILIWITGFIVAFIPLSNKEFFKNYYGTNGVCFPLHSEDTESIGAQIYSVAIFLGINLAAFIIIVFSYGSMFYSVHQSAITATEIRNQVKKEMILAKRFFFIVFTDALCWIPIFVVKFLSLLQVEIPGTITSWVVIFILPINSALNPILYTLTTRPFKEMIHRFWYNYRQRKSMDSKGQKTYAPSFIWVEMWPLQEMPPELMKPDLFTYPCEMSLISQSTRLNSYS
D1 ag: Allosteric Agonists of the Human D1 Dopamine Receptor: qHTS; 360,000 compounds, 1% hits; HEK293 T-REx D1 cells, calcium flux, agonist mode; D(1A) dopamine receptor (Homo sapiens), P21728; activation, % at 2 µM; further: 0% is about no effect
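Agonism was scored from calcium flux recorded over 180 s (1 read/s) after pintool compound addition, following a 10-cycle baseline. Cells were inducible force-coupled HEK293 TREx D1, plated overnight at 30 C and loaded with no-wash calcium dye.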
D2 potentiator: HTS Assay for Positive Allosteric Modulators of the Human D2 Dopamine Receptor: Primary Screen for Potentiators. D(2) dopamine receptor (Homo sapiens), P14416. HEK293 T-REx D2, calcium flux, EC20 dopamine potentiation. potentiation, % at 10 µM. 340,000 compounds, 0.34% hits. AID 485347, 2010;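 active means potentiation over 3 SD above the plate norm, cut at about 30% in these data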; further: 0% is about no effect
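Potentiation of an EC20 dopamine calcium response measured kinetically over 180 s, after a preceding 180 s compound-only read flagging agonists. Cells: inducible Hek293 Trex D2 line, 4000/well, cultured overnight at 30 C before dye loading.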
TRHR PAM: qHTS for Small Molecule Agonists and Allosteric Enhancers of Human TRH Receptor: Primary Screen for Enhancers | Thyrotropin-releasing hormone receptor (Homo sapiens), P34981 | enhancement, % at 2 µM | TRHR cells, fluo-8 calcium fluorescence, EC20 TRH enhancement | 360,000 compounds, 0.66% hits | AID 493056, 2011; in the data active means enhancement above about 30%; further: 0% is about no effect
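Enhancer read-out: after compound pinning and an initial kinetic agonist-mode read, an EC20 of TRH (10 nM final) was injected and fluo-8 calcium signal (Ex 480/Em 530) followed at 1 s/cycle for 100 cycles in TRHR-expressing cells.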
Active calls of the source: *; · = not tested or not shown. Unless noted, no stated cut-off is given here; in the data, active means activation above about 30%; inactive means the rest.

Fields: D2 ag	D2 antag	D1 antagonist	D2 potentiator	TRHR PAM	TRHR ag	D1 ag	RXFP1 antag	D1 PAM
COC(=O)c1cc(OC)c(OC)cc1NC(=O)Nc1ccccc1F
  1.1	-7	-13	-6	5	0.1	1	-10	-6
CCN(CC(=O)NCc1ccc(Cl)cc1)C(=O)c1c(C)noc1C
  -1.0	30*	13	-5	-11	1.4	2	-6	1
Cc1cc(CN2CCC(N3CCC(C(=O)NC4CC4)CC3)CC2)cc(C)c1O
  -0.1	-6	0	9	10	1.6	3	-3	-4
CC(=O)Nc1ccc(NC(=O)C(C)OC(=O)/C(C#N)=C/c2ccc(N(C)C)cc2)cc1 (stereo not drawn)
  8.7	26	-5	-19	-2	24	84*	7	-3
Cn1cc(S(=O)(=O)Nc2ccc(F)cc2F)c(=O)n(C)c1=O
  -0.4	4	12	11	-3	-0.4	4	8	-5
CSCCC(NS(=O)(=O)c1ccccc1F)C(=O)NC(C)c1ccccc1 (stereo not drawn)
  0.6	7	-21	-9	1	-0.1	0	-9	1
CCN(CC(=O)Nc1ccccc1C(F)(F)F)C(=O)c1oc2c(Cl)cccc2c1C
  -0.4	-3	13	-1	-3	-0.1	4	-1	-4
CCOc1ccc(CCNC(=O)c2nn(-c3ccc(OC)c(Cl)c3)c(=O)c3c2c2ccccc2n3C)cc1OCC
  -0.6	·	-12	-9	-2	1.0	2	-9	-1
CC(C)Oc1ccc(OCCCN2CCCCCC2)cc1
  -0.5	16	14	-13	2	0.2	-2	1	-8
Cc1ccc(N(Cc2ccccc2)C(=O)c2cc(S(=O)(=O)N3CCOCC3)ccc2C)cc1
  0.2	-14	-14	4	0	-0.5	2	6	-3
O=C(O)c1ccc2c(c1)C(=O)N(CCCCCCCN1C(=O)c3ccc(C(=O)O)cc3C1=O)C2=O
  0.0	-7	-19	-8	0	0.0	2	-3	-13
CS(=O)(=O)N(CCc1ccccc1)CC(=O)N1CCN(c2ccccc2)CC1
  -0.3	3	-11	11	3	0.6	11	-9	0
CC(C)(C)c1cc(NC(=O)c2cccc([N+](=O)[O-])c2)no1
  -0.8	23	-18	3	7	0.1	0	-2	-3
CCC1=NN(C(=O)c2ccc([N+](=O)[O-])cc2)C(O)(c2ccccc2)C1 (stereo not drawn)
  1.3	-12	-9	-3	24	0.5	6	-39	-1
CC(C)(C)OC(=O)NCc1ccc(CNC(=O)c2nc[nH]c2C(=O)N2CCN(c3ccccc3)CC2)cc1
  0.7	24	-16	10	-1	-0.3	-1	·	6
COc1ccccc1N1CCN(C(=O)C2CCC(CNS(=O)(=O)c3ccc(NC(C)=O)cc3)CC2)CC1 (stereo not drawn)
  ·	·	3	-2	-1	-0.2	3	0	0
COC(=O)c1cc(S(=O)(=O)N(C)C2CCCCC2)c[nH]1
  0.2	0	-14	0	0	0.1	4	-2	-5
O=C(CCn1c2c(c3ccccc31)CCCC2)NNC(=O)c1ccc([N+](=O)[O-])cc1
  0.8	-8	-5	-2	1	0.2	1	-11	-1
COc1ccc(CNC(=O)CN(c2ccc(C)cc2)S(=O)(=O)c2c(C)nn(C)c2C)cc1
  0.4	5	-14	-1	-2	-0.4	-1	9	-4
COc1ccc(Br)cc1/C=N/Nc1ccc(Cl)c(C(=O)O)c1
  -0.6	-6	-17	-4	1	0.5	-2	-9	-1
Cc1nn(CC(=O)Nc2ccc(Cl)cn2)c(C)c1Br
  ·	·	-1	0	11	0.3	2	0	2
O=C(N/N=C\c1cccc(Cl)c1)c1ccc(Cn2cc(Br)c([N+](=O)[O-])n2)o1
  -2.0	15	1	15	7	-1.0	3	-13	-11
O=C(COC(=O)c1ccco1)Nc1ccc(Br)cc1
  0.1	-19	24	6	11	-0.2	3	-11	-6
Cc1ccc(OCCCC(=O)Nc2ccc(N3CCOCC3)cc2)cc1
  1.6	25	-3	4	-1	1.2	9	7	-3
COc1cccc(NC(=O)c2ccc(CN3CCN(c4ccccc4)CC3)cc2)c1
  0.5	10	6	6	3	0.4	0	-9	1
Cc1ccc(CNC(=O)c2c(-c3ccccc3)noc2C)cc1
  -1.7	-13	19	-6	3	-0.7	0	1	4
CCc1cccc2c(SC(C)C(=O)NCC3CCCO3)nc(-c3ccccc3)nc12 (stereo not drawn)
  -0.4	-12	-4	11	0	-0.1	2	7	-3
COc1ccc(NC(=O)Cc2c(F)cccc2Cl)cc1
  -0.9	-6	-21	-11	1	-0.3	0	2	-7
CCOC(=O)c1c(CN2CCN(Cc3ccccc3)CC2)n(C)c2cc(Br)c(OC)cc12
  -1.2	1	4	-6	3	-0.4	2	-3	-3
CC(=O)N1CCc2cc(Br)cc(S(=O)(=O)CCC(=O)N3CCN(c4ccccc4Cl)CC3)c21
  ·	·	-6	-19	-2	0.0	0	·	0

Fetched by structure from the list above (three):
Fields: D2 ag	D2 antag	D1 antagonist	D2 potentiator	TRHR PAM	TRHR ag	D1 ag	RXFP1 antag	D1 PAM
CCOC(=O)c1c(CN2CCN(Cc3ccccc3)CC2)n(C)c2cc(Br)c(OC)cc12
  -1.2	1	4	-6	3	-0.4	2	-3	-3
CSCCC(NS(=O)(=O)c1ccccc1F)C(=O)NC(C)c1ccccc1 (stereo not drawn)
  0.6	7	-21	-9	1	-0.1	0	-9	1
CCN(CC(=O)NCc1ccc(Cl)cc1)C(=O)c1c(C)noc1C
  -1.0	30*	13	-5	-11	1.4	2	-6	1

An excerpt from above in order of length of the SMILES, smallest number first:
Fields: D2 ag	D2 antag	D1 antagonist	D2 potentiator	TRHR PAM	TRHR ag	D1 ag	RXFP1 antag	D1 PAM
Cc1nn(CC(=O)Nc2ccc(Cl)cn2)c(C)c1Br
  ·	·	-1	0	11	0.3	2	0	2
COc1ccc(Br)cc1/C=N/Nc1ccc(Cl)c(C(=O)O)c1
  -0.6	-6	-17	-4	1	0.5	-2	-9	-1
CC(C)(C)OC(=O)NCc1ccc(CNC(=O)c2nc[nH]c2C(=O)N2CCN(c3ccccc3)CC2)cc1
  0.7	24	-16	10	-1	-0.3	-1	·	6

Further compounds.
Fields: D2 ag	D2 antag	D1 antagonist	D2 potentiator	TRHR PAM	TRHR ag	D1 ag	RXFP1 antag	D1 PAM
CCN(CC(=O)N1CCC(C)CC1)S(=O)(=O)c1ccc(C)cc1
  -0.2	16	-16	9	-1	-0.3	5	-6	-2
CC1CCCN(CC(O)COc2ccc3c(c2)OCO3)C1 (stereo not drawn)
  -0.1	10	-12	·	0	-0.4	4	-14	-4
CC(C)(C)c1ccc(NC(=O)CSc2nnc(-c3n[nH]c4ccccc34)o2)cc1
  1.0	-3	-20	0	2	0.3	4	-16	-2
CCOC(=O)C(Cc1ccccc1)C(=O)NCc1cccnc1 (stereo not drawn)
  ·	·	-18	·	-11	0.1	1	4	-4
COc1ccccc1N=Nc1ccc(N)c(C)c1
  -1.4	-14	-9	-3	-7	-0.3	0	6	-1
CCOC(=O)c1cccc(NS(=O)(=O)c2cc(Br)cc3c2N(C(=O)C2CC2)CC3)c1
  0.3	·	-14	-12	0	0.5	10	·	-1
CCOC(=O)c1cc(S(=O)(=O)NCCc2ccccc2)cn1C
  1.8	14	-11	-3	-6	-0.9	0	6	4
CC(C)c1ccc(/C=C2\SC(=O)N(CC(=O)NC3CCS(=O)(=O)C3)C2=O)cc1 (stereo not drawn)
  -1.0	-2	-11	2	-5	0.0	7	-11	-10
CCN1C(=O)[C@H]2[C@@H](c3ccc(Cl)cc3)N3C(=O)CN(CCOC)C(=O)[C@@]3(C)[C@H]2C1=O
  1.1	4	-17	8	1	0.4	4	·	-4
Cc1cc(C)c2oc(-c3cc(NC(=O)Cc4ccccc4)ccc3Cl)nc2c1
  1.0	·	-10	-18	6	-0.2	8	-5	-1
CC(C)(O)C#Cc1ccc(CN2CCN(C3CCCCC3)C(CCO)C2)cc1 (stereo not drawn)
  0.1	6	-6	0	-9	1.0	3	-7	-6
O=C(O)c1ccc2ncc(NC(=O)c3ccc(F)cc3)c(=O)n2c1
  -0.4	-4	-3	0	-2	-0.3	4	-7	-4
Nc1nncn1C(=O)c1cccs1
  0.4	1	6	6	0	-0.4	1	14	-1
Cc1ccc(S(=O)(=O)NN=C2C3CC4CC(C3)CC2C4)cc1
  0.1	-12	4	-6	-6	1.1	-1	-12	-5
CCN(CC)C(=O)Cn1cc(C(=O)C(=O)NCCc2ccc(S(N)(=O)=O)cc2)c2ccccc21
  7.0	17	-74*	-1	-3	0.5	2	-11	-13
O=C(Cc1ccc([N+](=O)[O-])cc1)c1c(O)cc(O)cc1O
  0.3	-6	-16	11	3	0.0	2	-1	-4
CC(NC(=O)c1cccs1)c1nnc(SCc2ccc(Cl)cc2Cl)n1C (stereo not drawn)
  1.3	-23	13	1	22	-0.9	-1	2	1
C=C1C(C(=O)Nc2ccc(OC)cc2)C1C(=O)Nc1ccc(OC)cc1 (stereo not drawn)
  0.3	18	4	9	-4	-0.2	2	5	1
Cn1cc(NC(=O)OCc2ccc(Cl)cc2)c(C(F)(F)F)n1
  0.1	-31	-3	11	20	-1.1	3	2	-8
COc1ccc(C(=O)N2CCN(c3ccc([N+](=O)[O-])c(NCCc4ccc(OC)c(OC)c4)c3)CC2)cc1
  1.0	-1	-27	4	1	0.4	1	-9	-5
COc1ccccc1Nc1nc(N)nc(CSC(=S)N2CCCCC2)n1
  2.8	6	4	1	-1	1.1	2	-2	-4
Cc1ccc(C)c(N(CC(=O)NN=C2CCN(C)CC2)S(=O)(=O)c2ccccc2)c1
  -0.2	-5	12	-1	-3	0.3	0	-4	-5
COc1cc(/C=C(\C#N)c2nc3ccccc3[nH]2)c([N+](=O)[O-])cc1OCc1ccccc1
  0.9	-18	8	3	-3	2.7	4	-5	-4
O=C(c1cccc(S(=O)(=O)N2CCOCC2)c1)N(Cc1ccco1)Cc1cccs1
  -1.6	10	-56*	9	1	0.5	8	-2	-3
CC1(C)C(C=C(Cl)Cl)C1C(=O)OCc1cccc(Oc2ccccc2)c1 (stereo not drawn)
  -1.5	-9	13	20	4	-1.0	-1	·	-6
CCOc1ccc(NC(=O)CN(c2ccc(OC)c(OC)c2)S(=O)(=O)c2ccc(C)cc2)cc1
  0.7	55*	-12	4	0	0.5	2	-9	0
Cc1ccc(S(=O)(=O)c2cn(C)c3cc(N4CCCCCC4)c(F)cc3c2=O)cc1
  -1.2	·	0	5	12	-0.6	1	-15	1
O=C1C2CC=CCC2C(=O)N1c1ccc(NCCc2ccc(Cl)cc2)c([N+](=O)[O-])c1 (stereo not drawn)
  ·	·	-4	-3	-2	0.3	6	11	-2
COc1ccccc1N1CCN(C(=O)c2ccc(Cl)c(S(=O)(=O)N3CCOCC3)c2)CC1
  0.8	5	9	13	0	-0.6	2	-16	0

From PubChem BioAssay
